G9a inh = inhibitors of human histone lysine methyltransferase G9a; Q96KQ7; G9a H3K9 monomethylation, AlphaScreen, 2 h; Potency, µM (titrated, usually from 102 µM), for the others: top-dose activity, negative = inhibition, usual class: inhibitors; hit rate 8.8% among 350,000; note: % is set by controls: 0 for no effect and ±100 for the full control effect; nearly all actives have a fitted effect of over 75% in size
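AlphaScreen detection with an anti-monomethyl H3K9 antibody quantified product after a 2 h room-temperature reaction containing 500 nM biotinylated H3K9 peptide, 20 µM SAM and 20 nM enzyme, which had been preincubated 15 min with compound.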
POLK inh = blocks human DNA polymerase kappa activity | Q9UBT6 | AID 588579 | hit rate 0.53% among 400,000 | Potency, µM (top dose mostly 107 µM), for inactives: at the top dose activity, negative = inhibition, hits mostly inhibitors | purified Pol kappa, fluorescent DNA synthesis assay, 10 min; note: % is set by controls: 0 for no effect and ±100 for the full control effect
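Inhibition of 10 nM Pol kappa is measured by a fluorescent read-out at 0 and 10 min following addition of 50 nM substrate (final), with a 15-min room-temperature compound preincubation.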
Pol iota inh = inhibitors of human DNA polymerase iota | Pol iota fluorescent replication assay, 10 min | Potency, µM (highest dose often 115 µM), for the others: top-dose activity, negative = inhibition, actives largely listed as inhibitors | hit rate 1% among 390,000 | AID 588590
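Pol iota at 10 nM preincubated 15 min with compounds at room temperature; reaction started with fluorescent substrate, 50 nM final. Fluorescence read kinetically at 0 and 10 min; buffer-only wells as negative control.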
BLM inh = blocks DNA unwinding by human BLM helicase; P54132; recombinant BLM DNA unwinding, fluorescence dequenching; Potency, µM (highest dose often 56.1 µM), for inactives: at the top dose activity change, negative = inhibition, hits mostly inhibitors; hit rate 0.2% among 350,000;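 note: plate controls were vehicle for no effect and no enzyme for full effect; nearly all actives have a fitted effect of over 35% in size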
POLB inh = DNA polymerase beta (human) inhibition; P06746; Pol beta primer extension/strand displacement, fluorescence kinetic; Potency, µM (highest dose often 114 µM), for the others: at the top dose activity change, negative = inhibition, usual class: inhibitors; hit rate 1.3% among 340,000; AID 485314; note: % is set by controls: 0 for no effect and ±100 for the full control effect
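Human Pol beta at 10 nM; strand-displacement substrate 50 nM final. Compound exposure 15 min at room temperature before start, reaction 10 min at room temperature.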
JMJD2A Tudor = inhibitors of human JMJD2A Tudor domain; AlphaScreen JMJD2A-Tudor / H3K4me3 peptide binding; O75164; AID 504339; hit rate 4.4% among 390,000; Potency, µM (highest dose often 114 µM), for the others: at the top dose activity change, negative = inhibition, most hits filed as inhibitors; note: % is set by controls: 0 for no effect and ±100 for the full control effect; nearly all actives have a fitted effect of over 50% in size
Target sequence (O75164 whole entry, looked up, the tested form may be a part): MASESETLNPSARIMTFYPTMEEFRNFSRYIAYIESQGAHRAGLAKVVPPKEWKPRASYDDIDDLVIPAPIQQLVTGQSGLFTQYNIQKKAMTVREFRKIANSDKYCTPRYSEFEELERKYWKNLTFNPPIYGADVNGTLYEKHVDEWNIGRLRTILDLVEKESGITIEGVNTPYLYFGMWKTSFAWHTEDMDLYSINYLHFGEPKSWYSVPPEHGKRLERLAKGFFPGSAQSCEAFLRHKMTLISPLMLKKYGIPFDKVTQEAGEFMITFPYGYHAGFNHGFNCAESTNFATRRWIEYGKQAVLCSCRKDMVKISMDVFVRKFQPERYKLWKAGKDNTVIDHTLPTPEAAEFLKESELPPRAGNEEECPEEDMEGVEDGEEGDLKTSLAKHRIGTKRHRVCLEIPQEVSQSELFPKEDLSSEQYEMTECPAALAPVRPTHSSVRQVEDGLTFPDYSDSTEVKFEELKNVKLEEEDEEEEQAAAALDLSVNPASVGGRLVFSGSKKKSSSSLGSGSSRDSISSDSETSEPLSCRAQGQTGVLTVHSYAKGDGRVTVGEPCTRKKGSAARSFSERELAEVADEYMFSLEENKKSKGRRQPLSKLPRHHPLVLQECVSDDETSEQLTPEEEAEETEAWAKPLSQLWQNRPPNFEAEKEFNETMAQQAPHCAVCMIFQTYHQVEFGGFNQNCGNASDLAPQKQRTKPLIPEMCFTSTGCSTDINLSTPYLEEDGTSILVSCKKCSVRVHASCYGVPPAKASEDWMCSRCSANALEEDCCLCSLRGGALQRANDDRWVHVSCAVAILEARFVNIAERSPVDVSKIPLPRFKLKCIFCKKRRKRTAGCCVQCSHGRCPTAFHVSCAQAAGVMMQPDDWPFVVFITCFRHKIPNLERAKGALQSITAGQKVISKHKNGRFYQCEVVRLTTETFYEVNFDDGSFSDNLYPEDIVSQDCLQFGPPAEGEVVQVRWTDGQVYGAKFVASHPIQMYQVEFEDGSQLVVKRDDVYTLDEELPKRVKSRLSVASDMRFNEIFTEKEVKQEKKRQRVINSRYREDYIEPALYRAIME
APEX1 inh = APE1 (human) endonuclease inhibition | recombinant APE1, TAMRA/BHQ-2 abasic DNA cleavage fluorescence | AID 2517 | hit rate 0.35% among 350,000 | P27695 | Potency, µM (series often up to 65.8 µM), for inactives: at the highest dose activity change, negative = inhibition, actives largely listed as inhibitors;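 note: plate controls were vehicle for no effect and reference inhibitor for full effect; nearly all actives have a fitted effect of over 55% in size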
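APE1 at 0.75 nM final was preincubated with compound 15 min at room temperature, then 50 nM double-stranded THF abasic-site substrate (5'-TAMRA/3'-BHQ-2) was added. Fluorescence (ex 525/em 598 nm) was read kinetically; third-minus-first read gave activity.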
POLH inh = DNA polymerase eta (human) inhibition; recombinant Pol eta, fluorescent DNA replication assay; Potency, µM (series often up to 114 µM), for the others: top-dose activity change, negative = inhibition, hits mostly inhibitors; hit rate 1.2% among 390,000; note: % is set by controls: 0 for no effect and ±100 for the full control effect
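Pol eta at 10 nM preincubated with compounds 15 min at room temperature; reaction started with fluorescent substrate (50 nM final) and read kinetically at 0 and 10 min.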
BAZ2B inh = BAZ2B (human) inhibition; Q9UIF8; AlphaScreen BAZ2B-H3K14Ac peptide displacement; Potency, µM (series often up to 114 µM), for the others: at the highest dose activity change, negative = inhibition, usual class: inhibitors; hit rate 4.4% among 360,000; AID 504333; note: % is set by controls: 0 for no effect and ±100 for the full control effect; nearly all actives have a fitted effect of over 60% in size
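In this displacement format the biotinylated H3(5-23) peptide acetylated at Lys14 serves as ligand at 50 nM, with BAZ2B at 50 nM in PBS pH 7.4 containing 0.01% Tween-20. Donor and acceptor beads are 10 ug/mL final.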
Starred values were filed as active, the others as inactive; [ ] = remark or other dose. Calls come from the whole dose curve; as a rule, active = well fitted curve in the direction sought with a large enough effect; inconclusive = small, poorly fitted or top-dose-only effect, or another doubt; inactive = no such curve, though single readings can be large; an effect the other way counts as inactive or inconclusive. Potency is the fitted concentration of half-maximal effect. Some of the compounds tested; count on the stated rates, not on these rows.

The first 5 compounds as a preview:
Screening Nc1nc(Nc2ccccc2F)nc(N2CCCC2)c1[N+](=O)[O-] returned G9a inh -21%, POLK inh 7%, Pol iota inh 20%, BLM inh -5%, POLB inh 79%, JMJD2A Tudor inconclusive, APEX1 inh -2%, POLH inh -11% and BAZ2B inh inconclusive.
Screening O=C(C1CCC1)N1CCc2cc(S(=O)(=O)NC3CCCc4ccccc43)ccc21 (stereo not given) returned G9a inh 28%[12.7 µM], POLK inh -1%, Pol iota inh 18%, BLM inh -1%, POLB inh 1%, JMJD2A Tudor -10%, APEX1 inh 7%, POLH inh -5% and BAZ2B inh 11%.
CCn1c(CSc2nc3ccccc3s2)n[nH]c1=S was read as G9a inh 2.8µM*, POLK inh -2%, Pol iota inh inconclusive, BLM inh -1%, POLB inh -8%, JMJD2A Tudor 11µM*, APEX1 inh -2%, POLH inh -11% and BAZ2B inh -24%.
For CNC(=O)Nc1cccc(NC(=O)NC)n1 the results were G9a inh -2%[12.7 µM], POLK inh -13%, Pol iota inh 5%, BLM inh 5%, POLB inh 9%, JMJD2A Tudor -4%, APEX1 inh inconclusive, POLH inh -1% and BAZ2B inh -38%.
Screening c1cc2nnnn2nc1N1CCCCC1 returned G9a inh 20%, POLK inh 2%[60.1 µM], Pol iota inh inconclusive, BLM inh 1%, POLB inh 26%, JMJD2A Tudor -6%, APEX1 inh -2%, POLH inh -7% and BAZ2B inh 28%.

The list itself, previewed entries included:
Screening Nc1nc(Nc2ccccc2F)nc(N2CCCC2)c1[N+](=O)[O-] returned G9a inh -21%, POLK inh 7%, Pol iota inh 20%, BLM inh -5%, POLB inh 79%, JMJD2A Tudor inconclusive, APEX1 inh -2%, POLH inh -11% and BAZ2B inh inconclusive.
Screening O=C(C1CCC1)N1CCc2cc(S(=O)(=O)NC3CCCc4ccccc43)ccc21 (stereo not given) returned G9a inh 28%[12.7 µM], POLK inh -1%, Pol iota inh 18%, BLM inh -1%, POLB inh 1%, JMJD2A Tudor -10%, APEX1 inh 7%, POLH inh -5% and BAZ2B inh 11%.
CCn1c(CSc2nc3ccccc3s2)n[nH]c1=S was read as G9a inh 2.8µM*, POLK inh -2%, Pol iota inh inconclusive, BLM inh -1%, POLB inh -8%, JMJD2A Tudor 11µM*, APEX1 inh -2%, POLH inh -11% and BAZ2B inh -24%.
For CNC(=O)Nc1cccc(NC(=O)NC)n1 the results were G9a inh -2%[12.7 µM], POLK inh -13%, Pol iota inh 5%, BLM inh 5%, POLB inh 9%, JMJD2A Tudor -4%, APEX1 inh inconclusive, POLH inh -1% and BAZ2B inh -38%.
Screening c1cc2nnnn2nc1N1CCCCC1 returned G9a inh 20%, POLK inh 2%[60.1 µM], Pol iota inh inconclusive, BLM inh 1%, POLB inh 26%, JMJD2A Tudor -6%, APEX1 inh -2%, POLH inh -7% and BAZ2B inh 28%.
Screening O=C1CCCN1CCC1CCCCN1Cc1nc(COc2ccccc2)no1 (stereo not given) returned POLK inh 4%, Pol iota inh 37%[activator], BLM inh -1%, POLB inh 29%, JMJD2A Tudor -15%, APEX1 inh -9%, POLH inh -12% and BAZ2B inh 3%.
`Cc1c(-n2c(SCC(=O)NC(C)C(C)C)nc3ccccc3c2=O)c(=O)n(-c2ccccc2)n1C` (stereo not given) gave G9a inh -9%[12.7 µM], POLK inh -7%, Pol iota inh 38%[activator], BLM inh -3%, POLB inh 2%, JMJD2A Tudor -20%, APEX1 inh -2%, POLH inh -19% and BAZ2B inh -17%.
Screening Cc1ccc(C)c(NC(=O)c2nc(-c3ccccc3)n(-c3ccccc3)n2)c1 returned G9a inh -34%[59 µM], POLK inh -10%, Pol iota inh -1%, BLM inh -12%, POLB inh 13%, JMJD2A Tudor -28%, APEX1 inh 10%, POLH inh -17% and BAZ2B inh -3%.
Screening CCCn1nnnc1SCC(=O)N1CCCc2ccccc21 returned G9a inh -46%, POLK inh -3%, Pol iota inh 10%, BLM inh -5%, POLB inh 0%, JMJD2A Tudor -22%, APEX1 inh -7%, POLH inh -5% and BAZ2B inh 6%.
Cc1ccc(NC(=O)CS(=O)CC(=O)Nc2cccc(C)c2C)cc1F (stereo not given) was read as G9a inh -28%, POLK inh 0%, Pol iota inh -17%, BLM inh -4%, POLB inh 14%, JMJD2A Tudor -33%, APEX1 inh -3%, POLH inh 11% and BAZ2B inh -28%.
Cc1cc(C)c(C)c(S(=O)(=O)N2CCN(CC(=O)Nc3ccc([N+](=O)[O-])cc3)CC2)c1C was read as G9a inh -11%[59 µM], POLK inh 0%, Pol iota inh inconclusive, BLM inh 0%, POLB inh 0%, JMJD2A Tudor 6%[57.1 µM], APEX1 inh 1%, POLH inh -16% and BAZ2B inh -1%.
Screening CCCCn1c(N)c(N(Cc2ccccc2OC)C(=O)COc2ccc(F)cc2Cl)c(=O)[nH]c1=O returned G9a inh -22%, POLK inh 1%, Pol iota inh 7%, BLM inh 2%, POLB inh 33%, JMJD2A Tudor -6%, APEX1 inh -12%, POLH inh -17% and BAZ2B inh -2%.
O=C(Nc1ccccc1Cl)c1ccccc1Oc1ccc(C(F)(F)F)cc1[N+](=O)[O-] was read as G9a inh 25%[0.501 µM], POLK inh -11%, Pol iota inh -13%, BLM inh -16%, POLB inh inconclusive, JMJD2A Tudor 50µM*, APEX1 inh -2%, POLH inh -21% and BAZ2B inh inconclusive.
CC1CCc2c(sc(NC(=O)c3ccco3)c2C(=O)O)C1 (stereo not given) was read as G9a inh -1%[12.7 µM], POLK inh 5%, Pol iota inh 31%[activator], BLM inh -1%, POLB inh 8%, JMJD2A Tudor -16%, APEX1 inh 86%[activator], POLH inh -5% and BAZ2B inh 21%.
`COc1cc2c(cc1OC)C(/C(C#N)=N\O)=NC(C)(C)C2` gave G9a inh 11µM*, POLK inh -4%, Pol iota inh 10%, BLM inh -2%, POLB inh 2%, JMJD2A Tudor -16%, APEX1 inh 2%, POLH inh -7% and BAZ2B inh -2%.
COc1ccc(NC(=O)c2ccco2)cc1NC(=O)COc1cc(C)cc(C)c1 was read as G9a inh -32%[59 µM], POLK inh 0%, Pol iota inh -30%, BLM inh -14%, POLB inh 1%, JMJD2A Tudor -16%, POLH inh -6% and BAZ2B inh -24%.
`O=C(NCc1ccccc1CN1CCCCC1)c1ccc(Cl)cc1N1CCCC1=O` gave G9a inh 1µM*, POLK inh -2%, Pol iota inh 47%, JMJD2A Tudor inconclusive, APEX1 inh -4%, POLH inh -20% and BAZ2B inh 3%.
Screening COCc1c(C(=O)OCC(=O)NCCc2ccc(S(N)(=O)=O)cc2)oc2ccccc12 returned G9a inh -7%[2.33 µM], POLK inh -20%, Pol iota inh -4%, JMJD2A Tudor -2%, APEX1 inh -1%, POLH inh 2% and BAZ2B inh 3%.
COc1cccc2c1OC[C@@H](CO)[C@H]2N(C)C(=O)Nc1ccc(Cl)cc1 was read as G9a inh -5%, POLK inh 4%, Pol iota inh 0%, BLM inh -5%, POLB inh 36%, JMJD2A Tudor -15%, APEX1 inh inconclusive, POLH inh -16% and BAZ2B inh -3%.
`Brc1ccc(CSc2nnc(Cc3c[nH]c4ccccc34)o2)cc1` gave G9a inh 3%[59 µM], POLK inh -11%, Pol iota inh 12%, BLM inh -9%, POLB inh 21%, JMJD2A Tudor -24%, APEX1 inh -4%, POLH inh -6% and BAZ2B inh -30%.
Screening Fc1cccc(Cl)c1/C=N/n1c(-c2cccnc2)n[nH]c1=S returned G9a inh inconclusive, POLK inh 2%, Pol iota inh -1%, BLM inh -1%, POLB inh 5%, JMJD2A Tudor 3.2µM*, APEX1 inh 4%, POLH inh -1% and BAZ2B inh inconclusive.
`Cc1noc(C)c1COc1ccc(C(=O)NCCc2ccc(S(N)(=O)=O)cc2)cc1` gave G9a inh -30%, POLK inh 5%, Pol iota inh -5%, JMJD2A Tudor -5%, APEX1 inh -6%, POLH inh 16% and BAZ2B inh 10%.
`COc1ccc(CNC(=O)c2ccc(N3CCC4(CC3)CC(c3ccc(Cl)cc3)=NO4)c(NC(=O)c3ccccc3)c2)cc1` gave POLK inh 4%, Pol iota inh 46%[activator], JMJD2A Tudor -18% and POLH inh -18%.
For C[C@@H]1CN([C@@H](C)CO)C(=O)c2cc(NS(=O)(=O)c3ccc(Cl)cc3)ccc2O[C@H]1CN(C)Cc1ccncc1 the results were POLK inh 1%, Pol iota inh 31%, JMJD2A Tudor -29%, APEX1 inh 42% and POLH inh -15%.
Screening CCOC(=O)c1cc(CO)cc(C(=O)OCC)c1 returned G9a inh 8%, POLK inh -7%, Pol iota inh 140%[activator], BLM inh -1%, POLB inh 9%, JMJD2A Tudor -10%, APEX1 inh -2%, POLH inh -12% and BAZ2B inh 1%.
Cc1ccc(-c2noc(CCC(=O)N(C)c3ccccc3C)n2)cc1 was read as G9a inh 12%, POLK inh -16%, Pol iota inh 14%, BLM inh -12%, POLB inh 5%, JMJD2A Tudor 4%, APEX1 inh -7%, POLH inh -20% and BAZ2B inh 2%.
Screening Cc1cc(C)n(-c2ccc(C(=O)OCC(=O)NCc3ccc(F)cc3)cc2)n1 returned G9a inh 18%[59 µM], POLK inh -9%, Pol iota inh 123%[activator], BLM inh 2%, POLB inh 4%, JMJD2A Tudor -2%, APEX1 inh 6%, POLH inh -16% and BAZ2B inh -7%.
For O=C(Nc1ccc(NC(=O)N2CCN(c3ccccc3O)CC2)cc1)N1CCN(c2ccccc2O)CC1 the results were G9a inh -3%, POLK inh -5%, Pol iota inh inconclusive, BLM inh -8%, POLB inh -15%, JMJD2A Tudor -20%, APEX1 inh 20%, POLH inh -6% and BAZ2B inh -16%.
CCOc1ccc(OCCC(=O)OCC(=O)NCc2ccc(Cl)cc2)cc1 was read as G9a inh -2%[0.501 µM], POLK inh -3%, Pol iota inh 74%[activator], JMJD2A Tudor -12%, APEX1 inh 22%, POLH inh -17% and BAZ2B inh -3%.
`O=S(=O)(c1cccc(-c2nc3ccccc3s2)c1)N1CCCC1` gave G9a inh 8%[12.7 µM], POLK inh -3%, Pol iota inh -5%, BLM inh -7%, POLB inh 0%, JMJD2A Tudor 13%, APEX1 inh -2%, POLH inh -10% and BAZ2B inh 14%.

Source: PubChem
